# P. falciparum M17LAP – P. falciparum M17LAP inhibitors, primary screen, biochemical, fluorogenic H-Leu-NHMec substrate, 1536-well (AID 1619). inhibition, % at 30 µM; hits with a dose series show IC50 in µM. hit rate 0.38% among 220,000. recombinant M17LAP, H-Leu-NHMec fluorogenic kinetic assay; higher % means a stronger effect;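 active means compound inhibiting the enzyme by more than half at any dose during confirmatory dose-response retesting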;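 further: plate controls were full reaction with DMSO carrier for no effect and no enzyme background for full effect; strong numbers were not always called active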
# Yfh1-off respiration – enhancers of respiration in Yfh1-depleted yeast, dose response, Friedreich's ataxia, plus single-dose screen (AID 1465); S. cerevisiae Yfh1-off respiration, WST-1 reduction, 72 h; higher fold induction means a stronger effect; fold induction at 50 µM, or EC50 in µM where a hit was titrated; hit rate 0.074% among 220,000;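 active means fold induction of absorbance versus untreated yeast above a set limit, then at least 30% activation at any dose in follow-up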;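 further: activators that raise dye reduction in frataxin-depleted yeast; strong numbers were not always called active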
# CSM14.1 death rescue – rescue of cells from ER stress-induced death, primary screen, 384-well, CSM14.1, thapsigargin, ATP luminescence (AID 1222) | CSM14.1 thapsigargin-induced death rescue, ATP luminescence; higher % means a stronger effect | cellular ATP content (survival), % at 20 µM, or EC50 in µM where a hit was titrated | 190,000 tested, under 10 active;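 active means EC50 below 50 µM in the dose-response confirmation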;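 further: death triggered by thapsigargin at about 15 µM added after 2 h compound pretreatment; cell ATP read after overnight thapsigargin exposure of roughly 18 to 22 hours; normalized against plate controls of thapsigargin alone and 5% DMSO vehicle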
# Autophagy mod – alters autophagy in cells; MEF GFP-LC3 puncta imaging; test concentration mostly 10 µM; calls only at 10 µM (by protocol); hit rate 0.98% among 190,000;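 active means percentage of spot-positive cells more than 3 SD above its plate mean, without a fluorescence outlier flag or 80% toxicity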;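 further: spot-positive cell cutoff set from DMSO-treated cells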
# MT stabilize HCS – microtubule stabilization, imaging screen; HeLa tubulin immunostaining HCS, 24 h; share of cells brighter than vehicle mean+2SD; % tubulin-high responders, % at 10 µM; hit rate 0.83% among 200,000; AID 2205;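 active means plate Z-score above 3 for both tubulin-high and condensed-nucleus cell shares, with cell loss under 80%, at 10 µM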;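 further: anti alpha tubulin signal scored within the nucleus-defined area of each cell; some results filed as inactive read as strong as hits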
# Lipid droplet – hepatic lipid droplet formation modulation. AML12 mouse hepatocytes, oleate lipid droplets, BODIPY imaging. inhibition, % at 6.5 µM. hit rate 0.4% among 240,000. AID 1656;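 active means lipid droplet intensity inhibited by at least 50%, with more than 500 cells counted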
#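 Assay system: AML12 hepatocytes (mouse) / Also added: 100 µM oleic acid challenge / Times: overnight treatment with compound plus oleate / Detection: high-content imaging of BODIPY-stained droplets and DAPI nuclei / Evaluation: % inhibition of lipid droplet signal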
# P. falciparum M1AAP – P. falciparum M1AAP inhibitors, biochemical, fluorogenic H-Leu-NHMec substrate, 1536-well (AID 1445). hit rate 0.42% among 220,000. one-dose inhibition, % at 30 µM; IC50 in µM for titrated hits. recombinant M1AAP, H-Leu-NHMec fluorogenic kinetic assay; higher % means a stronger effect;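 active means primary inhibition above the hit cutoff, then over 50% inhibition at one or more dose response concentrations, cut at about 23% in these data, passing the limit was not always enough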;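 further: plate controls were DMSO full reaction for no effect and no enzyme background for full effect; strong numbers were not always called active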
# Ins promoter up – MIN6 insulin promoter up-regulation; MIN6 insulin promoter-GFP reporter, high-content imaging; stronger effect = higher value; z-score at 5 µM; hit rate 0.3% among 190,000;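 active means z-score above 3 at 5 µM with at least 500 cells counted in the well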
# Dynein cargo inh – blocks dynein driven cargo transport along microtubules; 3617.4 mouse cells, GR-EGFP nuclear translocation imaging; test concentration mostly 20 µM; stimulated with dexamethasone, 1 µM; stronger effect = lower value; z-score, hits read low; hit rate 0.47% among 220,000;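 active means plate z-score of nuclear minus cytoplasmic receptor signal below a set negative limit, without overly bright fluorescence or cell loss, cut at about -3.5 in these data, passing the limit was not always enough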;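 further: z-score of nuclear minus cytoplasmic ring GR-EGFP intensity difference per well; some compounds called inactive have numbers as strong as hits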
#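 Buffer or medium: tet-free, stripped-serum medium; reagent: dexamethasone at 1.0 µM final, 30 min; incubation: 48 h induction, 1 h compound, 30 min dex at 37 °C; measured by: formaldehyde fixation, Hoechst nuclear stain, 10x automated fluorescence imaging; read-out: nuclear-to-cytoplasmic GR-EGFP distribution per well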
# Dynein cargo inh cytoplasmic EGFP – second read-out of Dynein cargo inh, no call of its own (marks repeat the call); z-score; measured here: cytoplasmic GR-EGFP intensity; stronger effect = higher value
# Dynein cargo inh nuclear GR-EGFP – second read-out of Dynein cargo inh, no call of its own (marks repeat the call); z-score; measured here: nuclear GR-EGFP intensity;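 lower value marks the stronger effect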
# Dynein cargo inh cell count – further read-out of Dynein cargo inh, marked with its call; z-score; measured here: cell count per field
# Ins promoter up cell count – also measured in Ins promoter up; calls as there; cell count; measured here: cytotoxicity, nuclei count;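 total cells summed across four imaged fields per well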
# Lipid droplet cells 6.5 µM – further read-out of Lipid droplet, marked with its call; cell count; measured here: cell count, cytotoxicity flag;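 cells counted across two imaged fields per well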
# MT stabilize HCS Hoechst-high % – second read-out of MT stabilize HCS, no call of its own (marks repeat the call); % Hoechst-high responders; measured here: nuclear condensation Hoechst responders;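 share of cells brighter than vehicle mean plus two SD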
# MT stabilize HCS cytotoxicity % – recorded beside MT stabilize HCS, whose call it bears; toxicity, %; measured here: cytotoxicity by cell density;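 0% = mean cell density of plate MIN control wells and 100% = no cells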
# Autophagy mod cell loss 18 h – recorded beside Autophagy mod, whose call it bears; toxicity, %; measured here: cell loss, nuclei count;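 cell loss after 18 h compound exposure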
# Numbers without * were called inactive; i = inactive; · = no result given.
SMILES,P. falciparum M17LAP,Yfh1-off respiration,CSM14.1 death rescue,Autophagy mod,Autophagy mod cell loss 18 h,MT stabilize HCS,MT stabilize HCS Hoechst-high %,MT stabilize HCS cytotoxicity %,Lipid droplet,Lipid droplet cells 6.5 µM,P. falciparum M1AAP,Ins promoter up,Ins promoter up cell count,Dynein cargo inh,Dynein cargo inh cytoplasmic EGFP,Dynein cargo inh nuclear GR-EGFP,Dynein cargo inh cell count
O=C(Nc1nnc(-c2ccccc2)o1)c1nc2ccccc2s1,12%,i,·,·,·,·,·,·,-7,717,-16%,-0.16,1125,-0.55,-0.47,0.049,-0.22
O=c1cc(NS(=O)(=O)c2ccccc2)nc(SCc2ccc(Cl)cc2)[nH]1,-4%,i,-1.2%,i,-1,1.3,2.0,5.7,6,705,0%,-0.46,1657,-0.44,-0.23,-0.33,0.4
O=c1[nH]nc(CSCc2ccccc2Cl)[nH]1,-3%,i,-4.1%,i,1,2.3,2.8,6.5,9,732,0%,-1,1178,1.6,-0.27,1.2,-0.31
COCCCn1c(-c2ccc(S(=O)(=O)N3CCOCC3)cc2)csc1=Nc1ccccc1,-2%,·,-0.6%,i,-12,1.3,1.1,7.2,·,·,3%,-0.06,835,-0.43,-0.28,-0.095,0.12
O=C1N/C(=N\N=C\c2cccs2)SC1Cc1ccc(Cl)cc1 (centres undefined),0%,i,-2.0%,i,4,4.1,3.6,6.2,17,669,3%,-0.44,1446,-0.42,-0.27,-0.36,0.15
O=C1C2C3C=CC([C@@H]2C(=O)N1C1CCCCC1)[C@H]1C(=O)N(C2CCCCC2)C(=O)C31 (some centres undefined),7%,i,2.6%,i,6,3.6,1.3,3.3,·,·,8%,-1.4,1548,2,-0.1,1.4,-1.8
CC1=C(C(=O)NCc2ccccn2)C2(CCC(C)CC2)OC1=O (centres undefined),-6%,·,-1.5%,·,·,3.5,1.9,4.9,-3,675,4%,-0.55,1748,2,-0.13,1.4,-1.2
COc1ccccc1N1CCN(/N=C/c2cccc(OC)c2O)CC1,-1%,i,-0.8%,i,12,1.5,1.3,7.7,2,709,2%,0.39,1403,-0.4,-0.17,-0.19,0.62
Cc1ccccc1C(=NCCCN(C)C)c1ccccc1C,-3%,i,-1.4%,i,-4,1.6,2.0,3.6,-19,609,-2%,-0.43,1146,0.1,-0.2,0.048,-0.28
O=[N+]([O-])c1cccc(Cl)c1N1CCOCC1,-23%,i,1.2%,i,14,4.7,2.4,4.5,-3,683,3%,0.25,1189,-0.13,-0.3,-0.3,0.072
CN(C)/C=N/S(=O)(=O)c1ccc(Cl)c(Cl)c1,-4%,i,·,·,·,·,·,·,-2,698,-6%,1.1,1364,-0.56,-0.22,-0.51,0.96
Cc1cc(C)nc(SC2=CS(=O)(=O)c3ccccc32)n1,7%,i,-0.6%,i,55,2.9,2.7,7.0,-5,582,2%,·,·,-1.2,-0.16,-0.42,0.63
OC1(c2cccs2)CN(c2ccc(Cl)cc2)C2=[N+]1CCCS2 (centres undefined),-7%,i,-1.1%,i,8,3.6,1.9,5.0,-12,663,12%,0.16,1650,-1.1,-0.23,-0.77,0.58
O=C(NNS(=O)(=O)c1ccccc1)c1ccncc1,2%,i,-1.1%,i,-4,1.3,1.9,4.9,0,733,12%,-0.59,1401,0.19,-0.071,0.34,0.042
COc1cc(NC(=O)c2cccs2)c(OC)cc1NC(=O)CCC(=O)Nc1cccc2ncccc12,-22%,i,1.1%,i,1,2.1,2.0,6.2,36,769,17%,-0.98,1477,1.8,-0.13,0.91,-1
COc1ccc(NC(=O)Cn2nnc(-c3ccccc3NS(=O)(=O)c3ccc(OC)cc3)n2)cc1,-17%,i,-1.7%,i,40,5.8,31,48,-14,475,5%,0.41,992,-0.15,-0.27,-0.3,0.4
Cc1ccc(Cl)c(NC(=S)N(CCCN2CCOCC2)Cc2ccco2)c1,3%,i,-2.3%,i,22,4.1,1.6,3.9,·,·,2%,-0.49,964,0.12,-0.23,0.53,1.3
CCCC(=O)c1ccc(N2CCC(C)CC2)c(F)c1,-19%,i,-1.6%,i,8,2.6,3.1,8.1,-5,740,8%,0.04,1305,0.19,-0.28,-0.08,-0.63
C=CCNC(=O)c1onc(CSc2ccccc2CC)c1C(=O)O,28%,i,-1.8%,i,-4,2.3,1.9,3.5,·,·,-1%,0.18,1445,0.86,-0.22,-0.45,0.014
CCC(=O)NC(=S)N1CCN(c2ccc([N+](=O)[O-])cc2Cl)CC1,-3%,i,4.3%,i,13,3.0,2.6,6.9,·,·,-1%,·,·,1,-0.22,0.77,-0.41
O=C(c1cccs1)n1nc(-c2ccco2)nc1SCc1ccccc1,-4%,i,-1.9%,i,5,2.4,1.1,11,12,734,0%,-0.04,1115,-0.8,-0.14,-0.13,1.1
CCn1c(CNC(=O)c2ccc3c(c2)OCO3)nnc1SCC(=O)Nc1cc(C)ccc1OC,-3%,i,-2.5%,i,6,2.0,2.6,44,-1,683,-1%,-0.64,1701,-0.55,-0.26,-0.0049,0.14
Cc1cc(/C=C(\C#N)C(=O)NCC2CCCO2)c(C)n1-c1ccc(Cl)cc1 (centres undefined),5%,i,-3.3%,i,4,0.7,0.8,12,·,·,7%,-1.3,1120,-0.32,-0.11,-0.23,-0.024
Cc1ccc(C(=O)N2c3ccccc3N(Cc3ccccc3)C(=O)C2(C)C)cc1,2%,i,2.1%,i,11,3.2,1.2,5.9,·,·,0%,0.74,1366,-0.73,0.12,-0.93,0.25
CC(/C=N/NC(=O)Cn1nccc1C)=C\c1ccc(C(C)C)cc1,2%,i,0.0%,i,5,2.5,2.6,5.7,24,649,7%,-0.15,1334,-0.43,-0.22,-0.3,0.026
COc1ccc(S(=O)(=O)N2CCC(C(=O)Nc3ccc4c(c3)OCCO4)CC2)cc1OC,-7%,i,-0.5%,i,-10,1.1,1.3,11,-3,751,1%,-0.38,927,-0.14,-0.22,0.047,0.1
O=C(c1cc(S(=O)(=O)N2CCCCC2)ccc1F)N1CCCCC1,-19%,i,0.2%,i,9,2.3,2.0,5.1,·,·,1%,-0.06,1438,0.43,-0.18,0.31,-0.4
CN(C)S(=O)(=O)Oc1ccsc1C(=O)Nc1ccc(C(F)(F)F)cc1,3%,i,-0.2%,i,-6,2.6,1.9,5.6,-17,668,-1%,-0.66,1361,1.1,-0.073,0.58,-1.8
COc1cc(NC(=O)C2CCCN2S(=O)(=O)c2ccc3c(c2)CCC(=O)N3)cc(OC)c1 (centres undefined),-8%,i,-0.8%,i,-6,3.7,3.3,7.6,·,·,-1%,-0.49,935,0.2,-0.15,0.35,-0.2
O=C(O)C1CC=CCC1C(=O)Nc1ccc2c(c1)OCCO2 (centres undefined),13µM*,·,-2.7%,i,10,2.9,2.0,1.9,-36,710,2%,·,·,0.98,-0.21,0.2,0.37
CCCC1=C(C(=O)OCC)C(c2ccc(NC(C)=O)cc2)NC(=O)N1 (centres undefined),12%,i,2.1%,i,-7,4.5,2.4,1.1,-12,746,4%,-0.36,1321,-0.95,-0.28,-0.69,0.99
Cc1nnc(SCc2ccccc2)n1CC1CCCO1 (centres undefined),-11%,i,-3.1%,i,-11,2.8,2.9,7.3,-2,738,-3%,0.79,758,0.81,-0.29,0.23,1.6
COC1(OC)C(=N/O)/C(=N\O)CCC1O (centres undefined),1%,i,-0.9%,i,7,1.9,1.8,6.9,9,860,2%,-0.29,960,0.31,-0.23,0.32,0.08
CCC(=O)Nc1cccc(-c2cn3cccc(C)c3n2)c1,8%,i,·,·,·,·,·,·,19,817,9%,1,1041,-0.68,-0.27,-0.53,1.3
CCOC(=O)C1=C(CSc2nncn2C)NC(=O)NC1c1cc(OCC)ccc1OCC (centres undefined),3%,i,2.7%,i,1,3.6,2.9,9.3,0,754,1%,1.9,1248,1,1.1,0.75,0.25
O=C(O)c1ccccc1-n1cccc1C(=O)O,-3%,i,·,·,·,·,·,·,10,722,-7%,-0.39,1352,0.86,-0.27,0.18,0.31
COC(=O)CSc1nc(C)cc(N2CCOCC2)n1,-3%,i,·,i,-19,4.9,1.7,4.6,29,735,-3%,-0.42,1286,0.37,-0.2,0.13,-0.78
COC(=O)c1cc(C(=O)Nc2cccc(C)n2)cc([N+](=O)[O-])c1,0%,i,-0.8%,i,-29,2.3,1.5,7.2,-2,706,8%,0.05,1829,-0.52,-0.018,-0.47,0.43

# Compound activity: PubChem, several laboratories
